# NSD2 HMT inh: NSD2 (human) methyltransferase inhibition; inhibition, % at 12.5 µM; hit rate 0.54% among 310,000; AID 743445; O96028; NSD2 peptide methylation, AlphaScreen, 120 min; in the data active = inhibition above about 50%
# Target sequence (O96028 whole entry, looked up): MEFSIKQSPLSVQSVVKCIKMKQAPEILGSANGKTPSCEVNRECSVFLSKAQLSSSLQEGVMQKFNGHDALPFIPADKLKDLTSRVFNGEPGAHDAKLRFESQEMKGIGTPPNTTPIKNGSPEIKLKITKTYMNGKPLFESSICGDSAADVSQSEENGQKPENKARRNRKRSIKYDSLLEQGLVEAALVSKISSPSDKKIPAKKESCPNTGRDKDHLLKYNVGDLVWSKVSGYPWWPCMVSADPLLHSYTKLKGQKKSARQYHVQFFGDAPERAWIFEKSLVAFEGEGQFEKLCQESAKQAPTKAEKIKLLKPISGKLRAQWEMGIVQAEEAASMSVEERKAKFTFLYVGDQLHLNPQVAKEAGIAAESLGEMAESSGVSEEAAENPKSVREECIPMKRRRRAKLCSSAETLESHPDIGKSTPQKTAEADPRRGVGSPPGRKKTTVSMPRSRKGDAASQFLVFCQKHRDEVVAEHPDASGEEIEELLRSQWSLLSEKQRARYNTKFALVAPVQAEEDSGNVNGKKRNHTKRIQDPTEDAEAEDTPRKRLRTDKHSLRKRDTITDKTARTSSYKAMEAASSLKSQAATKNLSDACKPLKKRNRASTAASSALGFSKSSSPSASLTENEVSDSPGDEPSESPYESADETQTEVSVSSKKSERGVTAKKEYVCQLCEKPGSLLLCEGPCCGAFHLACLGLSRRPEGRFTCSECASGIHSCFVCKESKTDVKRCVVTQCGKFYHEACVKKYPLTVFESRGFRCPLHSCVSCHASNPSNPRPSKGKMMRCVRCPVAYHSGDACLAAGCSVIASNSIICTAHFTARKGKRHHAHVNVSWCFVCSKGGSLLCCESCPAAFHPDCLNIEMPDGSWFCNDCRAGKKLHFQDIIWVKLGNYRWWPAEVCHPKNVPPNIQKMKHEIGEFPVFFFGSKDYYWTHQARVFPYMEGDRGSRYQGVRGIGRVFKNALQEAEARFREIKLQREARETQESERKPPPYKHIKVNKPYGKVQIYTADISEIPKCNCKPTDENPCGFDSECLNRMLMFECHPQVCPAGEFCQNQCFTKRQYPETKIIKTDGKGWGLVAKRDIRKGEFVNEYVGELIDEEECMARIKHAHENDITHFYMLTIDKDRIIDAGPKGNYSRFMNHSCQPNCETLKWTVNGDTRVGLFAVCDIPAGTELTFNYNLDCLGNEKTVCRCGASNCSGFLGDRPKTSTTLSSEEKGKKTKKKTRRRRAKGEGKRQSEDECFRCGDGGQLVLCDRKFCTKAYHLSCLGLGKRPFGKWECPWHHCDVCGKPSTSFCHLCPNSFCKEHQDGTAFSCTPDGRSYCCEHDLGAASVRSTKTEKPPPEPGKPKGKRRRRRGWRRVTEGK
# dFosB activator: activators of mouse delta FosB homodimer; P13346; purified delta FosB, TAMRA-CDK5 oligo fluorescence polarization; percent of positive-control signal above neutral wells; activation, % at 25 µM; hit rate 0.99% among 340,000; AID 493131;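 active = mean activation above about 17%, with every replicate also reaching it, limit read from the data, passing the limit was not always enough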;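 note: fluorescence polarization rise as delta FosB binds a TAMRA Cdk5 AP-1 oligo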
# Arr AP2 block: inhibitors of human beta-arrestin and AP2 interaction | AID 504490 | inhibition, % at 10 µM | FITC-arrestin peptide / GST-AP2 beads, flow cytometry; AP2 beta2 appendage carries R879A mutation | hit rate 0.31% among 340,000;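 active = inhibition above a set limit, near 3 SD of compounds lacking own fluorescence, cut at about 54% in these data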;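 note: plate controls were DMSO wells for no effect and 5 µM unlabelled arrestin peptide for full effect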
#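 Material – AP2 appendage R879A on GSH beads · Buffer or medium – PBS with 0.05% Tween 20 and 0.1% BSA · Probe or stimulus – fluorescein-tagged arrestin peptide at 50 nM final · Incubation – compound with beads 12 min RT, then probe 1 h RT · Detection – high-throughput flow cytometry of beads, ex 488, em 535 nm · Evaluation – percent response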
# MITF act: activators of MITF-driven TRPM1 promoter activity in SK-MEL-5 cells. SK-MEL-5 TRPM1-promoter luciferase, 24 h; % of positive control, neutral wells = 0. activation, % at 12.5 µM. hit rate 0.75% among 300,000. AID 588334;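 active = mean activation of at least 80% with every replicate also reaching 80%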;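 note: 0% = neutral control wells and 100% = parthenolide positive control wells; values of inactives mirror those of a sister screen read the other way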
# Mot1-301 SUMO: blocks SUMOylation pathway, rescuing yeast Mot1-301 growth. S. cerevisiae Mot1-301 growth rescue, ATP luminescence, 38.5C; percent above DMSO median, 100 means doubled. AID 2716. growth rescue, % at 18.8 µM. hit rate 1% among 320,000;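 active = every valid replicate shows activation above 250% relative to neutral control wells; inactive = the rest, any valid replicate at or below 250%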;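 note: OY570 slx delta 5 strain wells were the positive control but not used for scaling; some compounds called inactive have numbers as strong as hits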
# PKA-R1A activ: activators of PKA-R1A complex | P00514+P68181 | PKA-R1A dissociation, Cy5-IP20 fluorescence polarization; scaled: DMSO 0%, 113 µM cGMP 100% | activation, % at 11.4 µM | hit rate 0.083% among 340,000;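 active = percent activation above the mean of all tested compounds plus 3 SD, cut at about 19% in these data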;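 note: higher means more PKAc released from R1A so a rise in polarization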
# DSG3 Ab inh: human desmoglein-3 autoantibody binding inhibition. P32926. DSG3-coupled beads, scFv-anti-DSG3-GFP binding, flow cytometry; hits give low values. binding (percent of control), % at 10 µM. hit rate 0.48% among 310,000. AID 588358;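 active = binding more than 3 SD below its plate's average and above zero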;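 note: hits lower antibody fragment binding to DSG3; some compounds called inactive have numbers as strong as hits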
# SR-BI DiI-HDL act: activators of SR-BI mediated HDL lipid uptake | CHO ldlA[mSR-BI] cells, DiI-HDL uptake fluorescence, 3 h; 100 = double the neutral-control signal | activation, % at 12.5 µM | hit rate 0.096% among 320,000 | AID 504775;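 active = mean replicate activation of at least 60% and every replicate at or above 60%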;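 note: 0% = median plate neutral-control signal and 100% = twice that signal; values of inactives mirror those of a sister screen read the other way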
#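 Material: SR-BI-overexpressing, LDLR-lacking CHO cells | Dosing: Single compound concentration, delivered by pin transfer | Probe or stimulus: Labelled HDL, 10 µg/mL | Signal: Bottom-read cell fluorescence after medium removal, ex 550/em 595 nm | Schedule: 3 h, 37 °C | Evaluation: HDL uptake via cellular fluorescence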
# PKA-R2B activ: activates the human PKA-R2B holoenzyme complex; P22694+P31323; PKA-R2B holoenzyme dissociation, Cy5-IP20 fluorescence polarization; R2B truncated from residue 108, S112A mutant; 0% DMSO only, 100% 113 µM cGMP; activation, % at 11.4 µM; hit rate 0.079% among 340,000; AID 504700;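 active = activation above a cutoff set at the mean over all compounds plus 3 SD, cut at about 18% in these data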;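 note: higher means more holoenzyme dissociation and a rise in polarization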
# CDK5 inh: inhibitors of human CDK5/p35 kinase; Q00535+Q15078; Recombinant CDK5/p35, ADP-Glo luminescence, 60 min; inhibition, % at 10 µM; hit rate 0.01% among 330,000;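 active = highest replicate inhibition of at least 50% and at least 75% of replicates reaching 50%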;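 note: plate controls were DMSO neutral control for no effect and GW8510 at 10 µM for full effect; many of its hits are not listed in these tables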
# SR-BI HDL uptake: mouse SR-BI HDL lipid transfer inhibition | Q61009 | ldlA[mSR-BI] CHO cells, DiI-HDL uptake fluorescence, 3 h | inhibition, % at 12.5 µM | hit rate 0.96% among 320,000 | AID 488896;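 active = mean replicate inhibition of at least 70% and a set share of replicates each scoring 70 or more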;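 note: 0% = median of neutral control wells and 100% = median of positive control wells; values of inactives mirror those of a sister screen read the other way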
# An asterisk follows results filed as active; . = not tested or not shown.
# Start of the listing, in advance, 2 compounds:
SMILES,NSD2 HMT inh,dFosB activator,Arr AP2 block,MITF act,Mot1-301 SUMO,PKA-R1A activ,DSG3 Ab inh,SR-BI DiI-HDL act,PKA-R2B activ,CDK5 inh,SR-BI HDL uptake
COc1ccccc1NC(=O)C(C)NS(=O)(=O)c1ccccc1 (centres undefined),-0.9,-1.8,15.8,-13.0,-13.8,5.4,95.3,8.1,-5.0,-1.8,-8.1
CCc1cccc(NC(=O)Nc2cccs2)c1,20.3,-12.3,-8.5,77.2,6.9,-1.8,108.2,-22.4,-2.1,-1.4,22.4

# All compounds of this part, previewed entries included:
SMILES,NSD2 HMT inh,dFosB activator,Arr AP2 block,MITF act,Mot1-301 SUMO,PKA-R1A activ,DSG3 Ab inh,SR-BI DiI-HDL act,PKA-R2B activ,CDK5 inh,SR-BI HDL uptake
COc1ccccc1NC(=O)C(C)NS(=O)(=O)c1ccccc1 (centres undefined),-0.9,-1.8,15.8,-13.0,-13.8,5.4,95.3,8.1,-5.0,-1.8,-8.1
CCc1cccc(NC(=O)Nc2cccs2)c1,20.3,-12.3,-8.5,77.2,6.9,-1.8,108.2,-22.4,-2.1,-1.4,22.4
COc1ccc(NC(=O)C/C(C)=N/NC(=O)CCc2ccccc2)c(OC)c1,.,-8.4,51.9,-9.9,6.6,-10.0,113.2,.,4.9,-1.2,.
COc1cc(C(=O)NCc2cccs2)ccc1OCc1c(C)noc1C,-3.2,0.1,-5.3,.,4.9,-6.8,101.4,-39.5,-0.3,0.4,39.5
CC(Oc1ccc(Br)cc1)C(=O)O/N=C(\N)c1ccncc1 (centres undefined),.,-7.4,-29.1,-0.2,1.0,-3.2,.,-1.3,-4.2,0.5,1.3
CCOc1cc(/C=N/NC(=O)Cn2nc([N+](=O)[O-])cc2C)ccc1OCc1ccc(F)cc1,-0.1,35.3*,2.6,.,13.5,-4.5,100.5,-13.2,-10.9,-0.4,13.2
Cc1ccc(-c2n[nH]c(=O)c3ccccc23)cc1S(=O)(=O)N(C)CCO,-2.9,-9.6,7.1,.,-36.0,-6.3,.,30.0,-5.6,-0.2,-30.0
CC(=O)c1cccc(OCC(=O)N(Cc2ccco2)c2c(N)n(Cc3ccccc3)c(=O)[nH]c2=O)c1,7.3,-2.5,3.8,-0.8,15.3,5.2,91.0,40.8,7.2,0.7,-40.8
COc1ccc2c(c1)N(C(=O)CSc1n[nH]c(C)n1)C(C)(C)C=C2C,-1.2,-1.4,-4.4,-10.3,-3.8,2.2,104.3,19.1,5.0,1.0,-19.1
COc1ccc(/C=C(\C#N)C(=O)NCc2ccccc2)cc1O,-4.1,-12.2,20.5,8.7,0.2,1.6,93.6,.,-6.0,-0.5,.
CCC(C)(NC(=O)c1cccc(N2C(=O)CSC2c2ccccc2)c1)C(=O)Nc1ccccc1C (centres undefined),-0.4,-12.4,14.2,-2.5,-3.1,5.0,.,8.1,7.9,-0.4,-8.1
COc1ccc(N2CCN(C(=S)NC(C)c3ccccc3)CC2)cc1 (centres undefined),1.3,-9.4,22.6,.,-14.8,8.3,106.7,-27.9,2.8,-5.4,27.9
CC(C)(C)NC(=O)COC(=O)/C=C/c1ccc(F)cc1,-1.2,-2.4,-1.4,-3.0,-6.7,-0.8,96.6,7.3,-9.5,1.5,-7.3
COc1cc(OC)cc(C(=O)N2CCC(N3CCN(c4ccccc4OC)CC3)CC2)c1,-1.9,-1.3,5.2,0.9,-5.6,-3.3,.,-11.6,6.9,-2.0,11.6
COc1cccc(NC(=O)CSc2nc3n[nH]c(C)c3c(=N)n2-c2cccc(OC)c2)c1,-0.8,-3.5,-4.3,-0.6,-3.9,2.5,.,-15.7,-12.4,-0.6,15.7
CCC(=O)N1CCc2cc(Br)c(S(=O)(=O)NCCN3CCCCC3CC)cc21 (centres undefined),-0.4,-2.0,6.5,-7.5,.,10.4,98.9,-11.6,0.9,1.2,11.6
CCn1c(-c2ccncc2)n[nH]c1=S,-5.9,3.7,4.8,4.9,-26.1,-3.6,86.8,16.7,2.7,-0.8,-16.7
CCn1c(SCC(=O)Nc2cc(F)ccc2C)nnc1-c1ccccc1O,-2.6,-16.1,-7.0,3.2,1.1,-5.4,102.0,.,-2.7,2.5,.
CC(C)(C)c1cc(Br)c(O)c(N=Nc2ccc(S(=O)(=O)N3CCOCC3)cc2)c1,-2.3,-10.0,10.6,-1.4,183.4,-4.5,95.2,-43.4,-16.9,0.2,43.4
CC(=O)/C=C/c1ccccc1O,-1.1,-3.2,8.3,-8.1,-12.8,0.0,84.7,19.0,4.8,2.0,-19.0
O=C(COC(=O)COc1ccc(Cl)cc1)NCCNC(=O)COC(=O)COc1ccc(Cl)cc1,-1.8,2.7,4.9,2.1,-3.6,7.5,100.5,13.3,-0.9,-2.3,-13.3
COc1ccc(CNc2ccc(-c3ccc(OC)cc3)nn2)cc1,.,-3.4,-6.4,43.8,12.6,4.5,97.4,-4.3,5.2,0.6,4.3
COc1cc(CN2CCN(CCc3ccccc3)C(CCO)C2)cc(OC)c1 (centres undefined),0.0,5.7,8.8,-7.2,-2.1,5.0,.,13.1,2.0,-2.1,-13.1
CCCC(C)NC(=O)Cc1ccccc1 (centres undefined),-1.3,-2.9,33.4,-14.0,2.7,-1.2,89.0,.,-6.6,1.1,.
COc1cccc(CNC(=O)CCNS(=O)(=O)c2cccs2)c1,-1.6,-4.1,3.3,.,-19.2,-6.7,96.2,23.1,-2.5,-1.0,-23.1
COc1ccc(NC(=O)CN(C)C(=O)CCc2c[nH]c3ccccc23)cc1,6.0,-8.0,-0.8,-0.6,-4.7,-1.9,.,-15.5,-0.3,2.3,15.5
CCCN1CCC(=O)N(CCSc2ccc(C)cc2)CC1,.,2.3,-6.2,54.5,.,-2.7,108.8,0.6,-4.4,-0.6,-0.6
CCOC(=O)C1=C(C)N=C2SC(C)C(=O)N2C1c1ccc(OC(C)=O)c(OC)c1 (centres undefined),0.3,-10.2,7.3,-5.6,-13.8,-10.1,.,9.6,-7.6,-0.7,-9.6
O=C(Cc1ccc(Cl)cc1)NNC1CC(=O)N(c2ccc3ccccc3c2)C1=O (centres undefined),1.4,31.9*,26.0,-3.9,289.0*,4.8,98.6,-5.1,-1.2,0.0,5.1
Cc1cccc(OCC(=O)Nc2ccc(NC(=O)c3ccco3)c(C)c2)c1,.,-0.1,5.5,12.2,116.3,0.0,105.8,-31.0,0.6,0.9,31.0
COc1ccc(CCCNC(=O)C2CCC(=O)N(Cc3ccc(Cl)cc3)C2)cc1 (centres undefined),0.1,-10.8,-1.1,-1.9,.,-12.6,99.4,10.3,-5.6,0.6,-10.3
COc1ccccc1Oc1nc(C)c(C(C)=O)cc1C#N,-1.2,-3.3,9.6,-13.8,-8.2,-3.1,99.9,-40.0,-0.4,-2.2,40.0
CCCCn1c(N)c(N(CCOC)C(=O)CSc2nnc(-c3ccc(F)cc3)n2N)c(=O)[nH]c1=O,20.8,-9.5,-17.0,-1.9,-7.1,-12.9,100.3,14.6,-6.7,0.1,-14.6
COc1ccc2c3n(nc2c1)CCN=C3c1ccc(Cl)cc1,.,1.2,-5.1,.,-5.6,-1.0,100.0,2.4,-4.6,0.7,-2.4
CN(C)c1ccc(/C=N/n2c(COc3ccccc3)n[nH]c2=S)cc1,9.8,-8.8,4.3,-3.4,-7.5,-1.1,89.3,18.0,3.3,.,-18.0
CC(C)(C)OC(=O)N/N=C\c1ccc[nH]1,-1.1,1.4,4.0,32.6,-16.3,-3.6,102.6,14.0,-2.1,-2.3,-14.0
CN(C)S(=O)(=O)Oc1cccc(C(=O)Nc2ccc(Cl)c(Cl)c2)c1,.,-6.3,16.6,32.7,30.4,12.7,101.5,-40.5,1.3,0.2,40.5
COC(=O)c1cc(S(=O)(=O)Nc2c(C)cccc2C)cn1C,.,2.3,10.2,.,121.3,13.7,102.8,1.3,-6.9,0.1,-1.3
CC(=O)Nc1ccc(S(=O)(=O)Nc2nc3ccccc3nc2N2CCOCC2)cc1,-2.8,-1.6,5.6,4.5,4.3,-7.6,99.7,29.1,-5.1,-1.3,-29.1
O=C(O)CSc1nc2ccccc2n1Cc1ccccc1,-0.1,-2.6,0.9,-12.3,14.5,-9.3,101.4,29.2,1.8,0.8,-29.1
COc1ccc(Cn2c(=O)c3[nH]cnc3n(-c3ccccc3C)c2=O)cc1,0.0,-4.9,9.7,-17.4,-9.0,-6.3,109.9,-11.3,-7.8,0.3,11.3
CC(C)CN1CCN(Cc2cn(C)c3ccccc23)CC1CCO (centres undefined),0.0,-11.3,3.0,.,-3.6,-5.5,97.7,-0.9,5.2,-0.4,0.9
Cc1ccc(C)c(Oc2ncnc(N)c2[N+](=O)[O-])c1,-1.2,6.9,-19.4,-6.8,16.8,-5.9,99.8,29.2,1.7,-1.1,-29.2
CCC(CC)c1nnc(NC(=O)c2cccc(S(=O)(=O)N3CCc4ccccc43)c2)s1,6.0,-8.7,-8.9,-15.1,-7.0,6.6,98.2,22.1,4.3,-0.4,-22.1
CC(C)COC(=O)n1c(=O)oc2ccc(S(=O)(=O)N3CCCCC3)cc21,-1.1,-4.2,7.7,-10.0,43.1,-6.8,87.7,.,-0.9,-6.4,.
CC(NC(=O)Cn1ccsc1=N)C12CC3CC(CC(C3)C1)C2 (centres undefined),-1.5,-9.9,-1.0,17.6,-8.0,-7.4,111.5,19.2,-11.6,-8.7,-19.2
O=C(C(=O)N1CCN(c2ccc(F)cc2)CC1)c1c[nH]c2ccccc12,-3.4,1.1,7.0,-1.9,-1.8,-0.4,122.3,21.4,5.2,1.2,-21.4
O=C(c1cccs1)N(Cc1nc2sc3c(c2c(=O)[nH]1)CCCC3)C1CCCC1,-4.9,-10.5,-1.9,-4.9,-1.2,2.6,99.9,10.5,4.4,1.4,-10.5
Cc1ccc(/C=C2/C(=N)N3N=C(CC(=O)N4CCCC4)SC3=NC2=O)o1,3.9,-4.2,17.1,1.6,0.1,-2.4,98.0,33.7,-9.6,-1.3,-33.7

# Compound activity deposited in PubChem by several laboratories.
